Rv3671c inh: Rv3671c serine protease inhibitors, primary screen, biochemical, fluorescence polarization, M. tuberculosis H37Rv; AID 2606, 2010; 320,000 compounds, 0.048% hits; inhibition, % at 5.96 µM; P9WHR9; in the data active means inhibition above about 38%;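 further: extracellular domain of Rv3671c used as enzyme; 0% = enzyme with DMSO and 100% = no enzyme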
MazF activator: activators of E. coli MazEF toxin-antitoxin RNase, primary screen, biochemical, fluorescence, uHTS. Endoribonuclease toxin MazF (Escherichia coli (strain K12)), P0AE70. FAM/BHQ RNA-DNA oligo cleavage fluorescence, 5 h. activation, % at 20 µM. 350,000 compounds, 0.32% hits. AID 504720, 2011; in the data active means activation above about 50%
Target sequence (P0AE70 whole entry, looked up): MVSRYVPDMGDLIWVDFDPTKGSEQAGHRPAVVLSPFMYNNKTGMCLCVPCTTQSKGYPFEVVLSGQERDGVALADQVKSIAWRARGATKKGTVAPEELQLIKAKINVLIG
DUSP3 inh: VHR1 phosphatase inhibitors, primary screen, biochemical, absorbance, uHTS; Dual specificity protein phosphatase 3 (Homo sapiens), P51452; recombinant VHR phosphatase, pNPP absorbance; inhibition, % at 13.3 µM; 290,000 compounds, 0.52% hits; in the data active means inhibition above about 50%; further: some compounds called inactive have numbers as strong as hits
Target sequence (P51452 whole entry, looked up): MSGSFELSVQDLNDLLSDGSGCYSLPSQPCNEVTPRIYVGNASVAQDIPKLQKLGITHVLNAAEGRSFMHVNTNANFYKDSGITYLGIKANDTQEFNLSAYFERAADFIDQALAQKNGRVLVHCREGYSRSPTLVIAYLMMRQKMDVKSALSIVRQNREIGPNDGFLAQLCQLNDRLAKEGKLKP
Anthrax LF inh2: Bacillus anthracis LF protease inhibitors, primary screen, biochemical, multiplex microsphere, MLPCN library | Lethal factor (Bacillus anthracis), P15917 | multiplex microsphere protease cleavage assay | inhibition, % at 10 µM | 360,000 compounds, 0.12% hits; further: plate controls were buffer without enzyme for full effect and enzyme alone for no effect
Target sequence (P15917 whole entry, looked up): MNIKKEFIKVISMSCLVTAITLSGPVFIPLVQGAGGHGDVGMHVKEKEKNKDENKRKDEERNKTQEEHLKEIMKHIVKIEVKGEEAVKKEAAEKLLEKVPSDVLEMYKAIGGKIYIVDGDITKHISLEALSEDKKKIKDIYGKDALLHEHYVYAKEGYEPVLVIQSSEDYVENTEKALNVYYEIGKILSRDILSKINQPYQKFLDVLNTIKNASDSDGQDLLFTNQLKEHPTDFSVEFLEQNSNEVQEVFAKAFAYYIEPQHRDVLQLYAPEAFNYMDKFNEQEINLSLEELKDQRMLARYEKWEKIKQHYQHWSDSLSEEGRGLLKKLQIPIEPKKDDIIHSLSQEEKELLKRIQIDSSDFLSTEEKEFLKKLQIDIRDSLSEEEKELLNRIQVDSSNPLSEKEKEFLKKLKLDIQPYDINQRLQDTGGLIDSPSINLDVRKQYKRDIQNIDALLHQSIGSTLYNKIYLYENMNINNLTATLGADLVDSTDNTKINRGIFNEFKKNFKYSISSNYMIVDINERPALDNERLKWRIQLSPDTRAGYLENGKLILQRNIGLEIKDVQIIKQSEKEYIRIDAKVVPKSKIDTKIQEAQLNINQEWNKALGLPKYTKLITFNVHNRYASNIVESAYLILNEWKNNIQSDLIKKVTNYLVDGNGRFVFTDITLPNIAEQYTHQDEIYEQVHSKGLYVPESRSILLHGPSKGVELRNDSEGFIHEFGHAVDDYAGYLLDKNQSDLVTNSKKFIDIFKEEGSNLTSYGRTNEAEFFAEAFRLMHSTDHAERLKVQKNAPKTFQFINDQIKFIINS
SARS 3CLpro inh: SARS-CoV 3CLpro protease inhibitors, primary screen, biochemical, quenched FRET; Replicase polyprotein 1ab (Severe acute respiratory syndrome coronavirus), P0C6X7; 290,000 compounds, 0.14% hits; recombinant SARS-CoV 3CLpro, quenched FRET peptide cleavage; AID 1706, 2009; inhibition, % at 6 µM; in the data active means inhibition above about 12%
CCHF vOTU inh: CCHFV vOTU protease inhibitors, primary screen, biochemical, Pep-AMC substrate, fluorescence; inhibition, % at 11.5 µM; AID 651958, 2012; Crimean-Congo hemorrhagic fever virus L polyprotein viral ovarian tumor (vOTU) protease …; 370,000 compounds, 0.55% hits; in the data active means inhibition above about 30%; further: 0% = vehicle wells with enzyme and 100% = no enzyme wells
PrPC surface inh: inhibitors of human cell surface prion protein PrPC, primary screen, cell-based, TR-FRET; TR-FRET read-out; inhibition, % at 13.8 µM; 370,000 compounds, 0.43% hits; AID 720596, 2013; in the data active means inhibition above about 24%; further: 0% = median of the test wells and 100% = reference compound wells
BoNT-F LC inh: BoNT/F light chain protease inhibitors, primary screen, biochemical, flow cytometry, MLPCN library; Multiplex microsphere protease cleavage assay; inhibition, % at 10 µM; 360,000 compounds, 0.22% hits; Botulinum neurotoxin type F light chain protease (Clostridium botulinum); in the data active means inhibition above about 35%, passing the limit was not always enough; inconclusive means no clear call, values can overlap the other calls; further: plate controls were buffer without enzyme for full effect and enzyme alone for no effect
SSB-PriA inh: inhibitors of Klebsiella pneumoniae PriA binding to SSB C-terminal tail, primary screen, biochemical, AlphaScreen. AlphaScreen SSBct-PriA binding, biotinylated peptide. inhibition, % at 33 µM. 430,000 compounds, 0.6% hits. AID 1272365, 2023; in the data active means inhibition mostly above about 37%, no sharp cut-off; inactive means mostly below about 20%;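 further: plate controls were negative control peptide for no effect and reference peptide for full effect; strong numbers were not always called active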
BoNT-A LC inh2: BoNT/A light chain protease inhibitors, primary screen, biochemical, flow cytometry, MLPCN library | Botulinum neurotoxin type A light chain protease (Clostridium botulinum A str. ATCC 3502) | multiplex microsphere protease substrate cleavage | inhibition, % at 10 µM | 360,000 compounds, 0.17% hits | AID 588499, 2011; further: plate controls were buffer without enzyme for full effect and enzyme alone for no effect
The depositor's hits bear a star; ? = inconclusive; · = not tested or not shown. Unless noted, no stated cut-off is given here; in the data, active means inhibition above about 30%; inconclusive means no clear call, values can overlap the other calls; inactive means below that.

Sequence of screens: DUSP3 inh	SSB-PriA inh	CCHF vOTU inh	BoNT-A LC inh2	PrPC surface inh	BoNT-F LC inh	SARS 3CLpro inh	Anthrax LF inh2	Rv3671c inh	MazF activator
COc1ccc(N2C(=O)C(CC(=O)Nc3ccccc3)N(CCc3ccc(OC)c(OC)c3)C2=O)cc1 (centres undefined)
 : 2	5	-7	-0.2	5	-1	-1	1	-6	-3
CC(OC(=O)c1ccc2c(c1)OCO2)C(=O)NC1CCCCC1C (centres undefined)
 : ·	-8	-4	3.8	8	7	·	6	·	-2
CCOC(=O)CCCNC(=O)CCNC(=O)c1ccc(OCC(C)C)cc1
 : 13	2	2	-0.4	-2	?	1	-26	2	8
CCN(CC)S(=O)(=O)c1ccc(OC)c(NC(=O)CSc2ccccc2)c1
 : -12	-26	2	-0.5	-3	-3	3	-3	-3	-3
CCOCCCNC(=O)c1ccccc1Br
 : 11	-7	2	-0.8	0	6	2	-14	-4	8
O=C(O)c1ccc(CNCc2ccccc2F)cc1
 : 3	-6	6	-0.5	6	-3	2	6	12	-1
CCOC(=O)c1sc(NC(=O)CSc2nnc(-c3ccco3)o2)c(C(=O)OCC)c1C
 : -19	5	8	1.1	-6	11	-6	2	-3	-5
Cc1onc(-c2ccccc2)c1NC(=O)Nc1c(-c2ccccc2)noc1C
 : 17	-8	-12	-0.8	-2	-3	0	-4	-11	8
Cc1ccc(Cl)cc1NC(=O)C1CCCN(S(C)(=O)=O)C1 (centres undefined)
 : 25	-7	-4	-0.5	-11	-3	-2	6	3	6
O=C(COc1ccc(Cl)cc1Cl)NC(=O)N1CCOCC1
 : -5	-7	16	-1.6	5	-1	-2	0	0	4
COc1ccc(C(=O)Nc2ccc(CN3CCOCC3)cc2)cc1
 : 37	-12	-3	-0.4	1	-2	3	-4	-2	-2
CC(=O)Oc1ccc2oc3c(c2c1)C(=O)CCC3
 : 24	-6	0	-1.6	-1	-4	-1	-1	-7	7
O=C(NCc1ccc2c(c1)OCO2)C1CCCN1C(=O)Nc1ccccc1 (centres undefined)
 : 29	-9	-11	-1.3	-3	-10	-2	0	4	2
Fc1ccc(Br)cc1/C=N/N1CCN(c2ccccc2)CC1
 : 14	·	-6	-0.6	-5	-4	3	-2	0	1
COc1ccc2sc(-c3ccc(S(C)(=O)=O)cc3)c(C(=O)NCCCN3CCCC3=O)c2c1
 : ·	-15	-1	-0.2	-21	1	·	-4	2	5
Cc1c(N/C(=N/S(=O)(=O)c2ccccc2)c2ccc(Cl)cc2)c(=O)n(-c2ccccc2)n1C
 : -10	·	-15	-2.8	0	-29	2	-6	-2	4
O=Cc1ccc(Oc2ccc(F)cc2)nc1
 : -6	1	9	-0.6	-3	1	-1	1	-6	5
c1ccc(-c2nnc3n2-c2ccccc2SC3)cc1
 : -7	-8	-13	-0.4	5	1	1	-7	5	5
CC(=O)c1ccc(NC(=O)Cn2c(=O)oc3ccccc32)cc1
 : 17	-1	6	0.4	0	-6	2	-3	6	-4
O=C(CN1C(=O)CSC1=O)N1CCCCC1
 : 3	-8	19	-0.2	-4	1	-6	0	5	4
CS(=O)(=O)N1CCN(c2ccc(NC(=O)c3ccccc3)cc2)CC1
 : 33	-9	0	0.6	-1	1	2	-5	6	4
CC(NC(=O)C(c1ccccc1)c1ccccc1)c1ccc(S(N)(=O)=O)cc1 (centres undefined)
 : -3	-12	-1	1.2	5	2	-1	1	6	5
COc1cc(/C=N/NC(=O)CCC(=O)Nc2ccc(Br)cc2)ccc1O
 : -13	·	3	1.2	-1	28	2	-2	0	9
Cc1ccc(CNC(=O)Cn2c([N+](=O)[O-])cnc2C)cc1
 : 6	-6	0	-0.1	-8	-2	2	-5	8	-2
O=C(OCc1ccccc1)c1ccccc1O
 : ·	-49	10	·	6	·	·	·	0	11
CCCCNC(=O)C1(C)CCCCN1C(=O)c1ccc(C)c(F)c1 (centres undefined)
 : ·	·	18	-0.5	6	2	·	-10	·	·
Cc1cc(NC(=O)C(=O)c2cn(C)c3ccccc23)no1
 : -1	-1	-5	-0.2	-12	-7	2	-5	7	3
Cc1nc2cc(NC(=O)c3ccco3)ccc2n1C
 : 18	-10	2	0.9	-4	-3	1	3	0	2
O=C(Nc1cccc2ncccc12)C12CC3CC(CC(C3)C1)C2
 : 32	-18	-8	-0.3	4	-11	-1	-6	-12	0
CC(=O)Nc1ccccc1N(CC(O)Cn1c2ccccc2c2ccccc21)S(=O)(=O)c1ccc(C)cc1 (centres undefined)
 : -7	10	-6	-0.5	5	-2	7	0	-109	-8
O=S(=O)(c1ccc2c(c1)OCCO2)N1CCC(c2nc3ccccc3[nH]2)CC1
 : 7	-10	-9	2.7	1	3	-2	0	8	1
NC(=O)Cc1ccc(C(=O)CSc2nnc(-c3ccncc3)n2C2CC2)s1
 : ·	-4	2	0.5	-6	-22	·	-6	-2	-9
CCNC(=O)C12CCC(C)(c3nc4cc(C)c(C)cc4nc31)C2(C)C (centres undefined)
 : 8	-16	14	-0.5	-1	-3	8	-10	-6	8
COc1ccccc1OCC(=O)Nc1cc(C(F)(F)F)ccc1-n1cncn1
 : ·	0	18	-0.5	5	-3	·	-3	2	3
CC(C)CN1C(=O)c2ccccc2C1c1nnnn1-c1ccc2c(c1)OCCO2 (centres undefined)
 : ·	·	4	-0.5	6	-3	·	-5	·	·
CCOc1nc(-c2ccccc2)ccc1-c1noc(-c2cccs2)n1
 : 5	-16	0	2.9	7	8	4	0	4	-24
COc1cc(-c2nnc(SCC(=O)/C(C#N)=C(\C)N)o2)cc(OC)c1OC
 : 34	0	0	-0.1	-6	-1	-6	2	-3	4
CC(Cc1ccccc1)=NNc1ccc([N+](=O)[O-])cc1[N+](=O)[O-]
 : ·	2	1	0.8	1	1	·	-4	·	-6
O=C(CSC1CC(=O)N(c2ccc(C(=O)O)cc2)C1=O)Nc1ccc2ccccc2c1 (centres undefined)
 : 11	-9	-12	0.2	4	0	1	1	-1	-4
CC(=O)c1cc(NC(=O)c2cccc(C(F)(F)F)c2)c(=O)oc1/C=C/N(C)C
 : 31	-11	-1	?	3	-12	3	-1	-7	180*
Cc1ccccc1OCC(=O)NNC(=S)NC(=O)c1ccco1
 : 20	3	1	-0.3	5	-4	-1	-1	3	0
Cc1cc(Br)cn2c(CC(C)(C)C)c(C3CCCCC3)nc12
 : ·	·	11	-0.8	0	-13	·	-12	·	·
COc1ccc(C2CC(=O)Nc3sc(=N)c4c(N)c(C#N)c(N)nc4c32)cc1OC (centres undefined)
 : -5	-17	-17	1.7	3	-17	-1	8	-2	-2
COC(CNC(=O)c1ccc(CS(=O)(=O)c2c(Cl)cccc2Cl)o1)OC
 : 24	-15	-4	-3.1	-9	17	0	-9	2	-2
COc1ccc(Oc2cc(Cl)nc(N)n2)cc1
 : 9	4	-2	0.1	-1	-2	-2	-2	-7	-2
O=C(OCc1nnc(-c2ccccc2)o1)c1ccccc1
 : 24	-15	16	0.1	5	-4	1	-5	9	2
COc1ccc(C2CC(C(F)(F)F)n3nc(C(=O)N(C)Cc4cn(C)nc4C)c(Cl)c3N2)cc1 (centres undefined)
 : 16	1	4	-0.3	1	-4	-1	4	-3	23
Cc1cc(OCC(=O)N2CCc3ccccc3C2)c(C)cc1Br
 : 17	-6	-3	-0.8	-6	25	9	-9	·	9
Cn1cccc1C(=O)NC(=O)COC(=O)c1ccc(S(C)(=O)=O)cc1
 : ·	-18	-3	0.8	2	-3	·	-1	1	-27
COc1cc2c(c(NC(C)=O)c1)N(C(C)=O)CCC2
 : ·	1	-13	-0.3	8	-7	·	1	·	5
CC(OC(=O)Cc1n[nH]c(=O)c2ccccc12)C(=O)Nc1ccc(F)cc1Cl (centres undefined)
 : ·	0	8	0.4	-7	-2	·	-1	-8	3
Cc1cnc(C(=O)NC2CCSc3ccccc32)cn1 (centres undefined)
 : 19	-3	7	0.1	-1	6	-2	-4	-6	0
Cc1ccc(S(=O)(=O)N2CCC(=O)N(CCOCc3ccc(C(F)(F)F)cc3)CC2)cc1
 : -7	-2	19	-0.2	16	-5	-2	6	-12	3
COc1cccc(CNC(=O)C2CCN(Cc3cnn(-c4ccccc4)c3-n3cccc3)CC2)c1
 : 19	-14	15	0.3	-6	4	-9	3	-9	-4
CCN1c2ccc(S(=O)(=O)N3CCOCC3)cc2N(Cc2ccc(OC)cc2)C1C (centres undefined)
 : 28	-7	0	-3.1	5	-4	1	-5	3	-11
C[C@H](NC(=O)[C@@H]1CCCN1C(=O)[C@@H]1CCCN1C(=O)OC(C)(C)C)c1ccccc1
 : ·	·	-9	-0.8	-2	1	·	9	·	·
COCCN(C(=O)COC(=O)Cc1ccc(Cl)cc1Cl)c1c(N)n(Cc2ccccc2)c(=O)[nH]c1=O
 : ·	-11	-14	1.3	-8	5	·	-3	0	-1
CN1CCN(c2ccc(CNC(=O)C3(C)Cc4c(-c5ccccc5)ccnc4O3)cc2)CC1 (centres undefined)
 : ·	·	-8	-0.2	-3	-3	·	0	·	·
Cc1ccc(NC(=O)COC(=O)/C=C/c2ccc(Br)o2)cc1S(=O)(=O)N(C)C
 : 22	-8	4	-0.7	-2	-7	2	-5	3	-5
CCOc1ccc(OCCn2c(S(=O)(=O)O)nc3c(N)ncnc32)cc1
 : 5	-4	·	-1.8	·	0	-1	0	·	3

(cont.)
Sequence of screens: DUSP3 inh	SSB-PriA inh	CCHF vOTU inh	BoNT-A LC inh2	PrPC surface inh	BoNT-F LC inh	SARS 3CLpro inh	Anthrax LF inh2	Rv3671c inh	MazF activator
COc1ccc(-c2nnc(SCc3ccc(C(=O)O)cc3)n2N)cc1
 : 18	-8	3	-1.2	1	0	-1	-2	1	10
CCOc1ccc(-n2c(C)nnc2SCC(=O)N(CC)CC)cc1
 : 18	-9	4	1.2	-4	-1	7	-1	2	-3
COC(=O)C1=C(C)NC(=O)NC1c1ccc([N+](=O)[O-])o1 (centres undefined)
 : -4	4	-2	-0.3	-5	-4	0	-1	-22	0
O=C(CCN=C1NS(=O)(=O)c2ccccc21)OCc1nnc(-c2ccccc2)o1
 : ·	3	-8	1.0	1	1	·	-2	8	4
CCOC(=O)/C(=C/C=C1\Sc2ccccc2N1CC)C(C)=O
 : 18	13	·	5.3	·	-2	3	1	-6	-160
CCCCN(CCCC)S(=O)(=O)c1ccc(C(=O)Nc2nnc(COC)o2)cc1
 : 20	3	·	-0.3	·	-1	-5	2	-6	0
NC(=O)c1c(NC(=O)COC(=O)CSc2nnc(-c3ccc(Cl)cc3)o2)sc2c1CCC2
 : 3	-19	-10	0.7	3	16	-3	5	-3	0

Record cards (already shown). Screens in order: DUSP3 inh, SSB-PriA inh, CCHF vOTU inh, BoNT-A LC inh2, PrPC surface inh, BoNT-F LC inh, SARS 3CLpro inh, Anthrax LF inh2, Rv3671c inh, MazF activator
CCCCN(CCCC)S(=O)(=O)c1ccc(C(=O)Nc2nnc(COC)o2)cc1 across the screens: 20, 3, ·, -0.3, ·, -1, -5, 2, -6, 0
COC(=O)C1=C(C)NC(=O)NC1c1ccc([N+](=O)[O-])o1 (centres undefined) across the screens: -4, 4, -2, -0.3, -5, -4, 0, -1, -22, 0
CCOc1ccc(-n2c(C)nnc2SCC(=O)N(CC)CC)cc1 across the screens: 18, -9, 4, 1.2, -4, -1, 7, -1, 2, -3

These rows are one share of the data, so the mix of outcomes need not match the whole.
